# Y pestis TopoI – Yersinia pestis topoisomerase I inhibitors, primary screen, biochemical, cleavage product accumulation, plate reader, single point; DNA topoisomerase I (Yersinia pestis CO92); activity, % at 10 µM; 360,000 compounds, 0.064% hits; Y. pestis Topo-I cleavage product accumulation; in the data active means activity above about 50%, passing the limit was not always enough; inconclusive means no clear call, values can overlap the other calls; further: inactives centre near 2
# TcdB inh – TcdB glycohydrolase inhibitors, primary screen, biochemical, single point, plate reader. Toxin B (Clostridioides difficile), P18177. TcdB glycohydrolase enzymatic assay. inhibition, % at 9.99 µM. 350,000 compounds, 0.24% hits; in the data active means inhibition above about 10%
# BoNT-A LC inh2 – BoNT/A light chain protease inhibitors, primary screen, biochemical, flow cytometry, MLPCN library; Botulinum neurotoxin type A light chain protease (Clostridium botulinum A str. ATCC 3502); multiplex microsphere protease substrate cleavage; inhibition, % at 10 µM; 360,000 compounds, 0.17% hits; further: plate controls were buffer without enzyme for full effect and enzyme alone for no effect
# SARS 3CLpro inh – SARS-CoV 3CLpro protease inhibitors, primary screen, biochemical, quenched FRET; inhibition, % at 6 µM; recombinant SARS-CoV 3CLpro, quenched FRET peptide cleavage; Replicase polyprotein 1ab (Severe acute respiratory syndrome coronavirus), P0C6X7; 290,000 compounds, 0.14% hits; AID 1706, 2009; in the data active means inhibition above about 12%
# Anthrax LF prot – Bacillus anthracis LF protease inhibitors, primary screen, biochemical, multiplex microsphere, MLPCN library; Lethal factor (Bacillus anthracis), P15917; multiplex microsphere protease cleavage assay; inhibition, % at 10 µM; 360,000 compounds, 0.12% hits; AID 588501, 2011; further: plate controls were buffer without enzyme for full effect and enzyme alone for no effect
# Target sequence (P15917 whole entry, looked up): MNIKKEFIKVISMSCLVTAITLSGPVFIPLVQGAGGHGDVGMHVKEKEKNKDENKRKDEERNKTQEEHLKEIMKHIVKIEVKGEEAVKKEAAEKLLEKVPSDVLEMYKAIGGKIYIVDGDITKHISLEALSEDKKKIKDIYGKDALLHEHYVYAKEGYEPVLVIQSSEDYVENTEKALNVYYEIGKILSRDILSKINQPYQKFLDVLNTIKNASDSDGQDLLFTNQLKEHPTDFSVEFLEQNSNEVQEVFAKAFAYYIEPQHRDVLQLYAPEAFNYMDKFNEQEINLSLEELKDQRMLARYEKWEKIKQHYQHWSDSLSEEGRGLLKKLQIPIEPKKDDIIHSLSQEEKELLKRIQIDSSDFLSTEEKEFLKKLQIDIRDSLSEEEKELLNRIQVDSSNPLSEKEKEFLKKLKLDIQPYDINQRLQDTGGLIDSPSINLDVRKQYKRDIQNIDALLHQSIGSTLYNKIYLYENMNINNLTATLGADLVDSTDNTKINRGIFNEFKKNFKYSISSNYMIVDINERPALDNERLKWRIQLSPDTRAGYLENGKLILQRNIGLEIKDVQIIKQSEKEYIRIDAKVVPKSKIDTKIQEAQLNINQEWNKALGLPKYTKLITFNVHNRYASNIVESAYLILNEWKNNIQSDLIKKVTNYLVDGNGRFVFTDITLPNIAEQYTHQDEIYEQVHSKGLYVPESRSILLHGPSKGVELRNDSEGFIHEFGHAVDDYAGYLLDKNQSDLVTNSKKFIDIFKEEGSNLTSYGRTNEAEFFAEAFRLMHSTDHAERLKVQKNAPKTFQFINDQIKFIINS
# SSB-PriA inh – inhibitors of Klebsiella pneumoniae PriA binding to SSB C-terminal tail, primary screen, biochemical, AlphaScreen. inhibition, % at 33 µM. 430,000 compounds, 0.6% hits. PriA–SSB C-terminal tail interaction (Klebsiella pneumoniae). AlphaScreen SSBct-PriA binding, biotinylated peptide. AID 1272365, 2023; in the data active means inhibition mostly above about 37%, no sharp cut-off; inactive means mostly below about 20%;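 further: plate controls were negative control peptide for no effect and reference peptide for full effect; strong numbers were not always called active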
# BH1578 lux ind – inducers of Vibrio cholerae quorum light production without autoinducers, primary screen, BH1578 luxS cqsA deficient, single point; V. cholerae BH1578 lux reporter, luminescence, 6 h; activation, % at 18.7 µM; 350,000 compounds, 0.16% hits; AID 588436, 2011; in the data active means activation mostly above about 9.7%, no sharp cut-off; inconclusive means no clear call, values can overlap the other calls; inactive means mostly below about 3.7%; further: not every result past the cut was called active; inactives centre near 0; reference of the scale not given here
# CCHF vOTU inh – CCHFV vOTU protease inhibitors, primary screen, biochemical, Pep-AMC substrate, fluorescence; Crimean-Congo hemorrhagic fever virus L polyprotein viral ovarian tumor (vOTU) protease …; inhibition, % at 11.5 µM; 370,000 compounds, 0.55% hits; AID 651958, 2012; in the data active means inhibition above about 30%; further: 0% = vehicle wells with enzyme and 100% = no enzyme wells
# PfHsp40 yeast – rescue of yeast from PfHsp40 toxicity, primary screen, S. cerevisiae, ATP luminescence; S. cerevisiae expressing PfHsp40, growth rescue; growth rescue, % at 12.5 µM; 340,000 compounds, 0.68% hits; AID 504582, 2011; in the data active means growth rescue above about 28%, passing the limit was not always enough; inconclusive means no clear call, values can overlap the other calls;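 further: yeast W303a lacking pdr1 and pdr3 grown in galactose medium; growth measured after three days at 30 °C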
# VHR inh abs – VHR1 phosphatase inhibitors, primary screen, biochemical, absorbance, uHTS; Dual specificity protein phosphatase 3 (Homo sapiens), P51452; 290,000 compounds, 0.52% hits; recombinant VHR phosphatase, pNPP absorbance; inhibition, % at 13.3 µM; in the data active means inhibition above about 50%; further: some compounds called inactive have numbers as strong as hits
# Target sequence (P51452 whole entry, looked up): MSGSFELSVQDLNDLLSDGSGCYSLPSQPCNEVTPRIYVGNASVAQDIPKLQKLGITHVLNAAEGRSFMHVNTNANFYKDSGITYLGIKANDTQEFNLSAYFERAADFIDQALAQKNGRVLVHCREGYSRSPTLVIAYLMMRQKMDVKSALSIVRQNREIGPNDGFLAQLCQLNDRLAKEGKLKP
# Numbers without * were called inactive; i = inactive; ? = inconclusive; nt = no result given. Unless noted, no stated cut-off is given here; in the data, active means inhibition above about 30%; inconclusive means no clear call, values can overlap the other calls; inactive means below that. The list is partial, so the mix of outcomes need not match the whole.
SMILES,Y pestis TopoI,TcdB inh,BoNT-A LC inh2,SARS 3CLpro inh,Anthrax LF prot,SSB-PriA inh,BH1578 lux ind,CCHF vOTU inh,PfHsp40 yeast,VHR inh abs
N#Cc1c(C(F)(F)F)cc(-c2ccc(F)cc2)nc1SCC(=O)O,-5,0.6,-0.7,-1,-9,-2,i,-1,-0.1,18
COc1ccccc1N(CC(=O)NCCc1ccccc1)S(C)(=O)=O,-6,0.5,0.2,2,-4,-2,-0.7,-2,-1.3,-2
O=C(NCCCN1CCOCC1)C1CC(=O)N(CCc2ccccc2)C1 (stereo unspecified),-3,nt,0.5,6,-3,-13,-1.3,10,-0.2,2
Cc1ccc(NC(=O)C2CCCN(S(=O)(=O)c3cnc[nH]3)C2)cc1F (stereo unspecified),2,0.8,0.0,2,-1,-9,-0.4,4,0.0,15
O=C(Nc1ccccn1)Nc1ccccc1[N+](=O)[O-],-2,0.7,-4.0,4,-22,14,-8.3,-14,2.1,-5
CN=C1c2cc3cc(OC)ccc3n2CCN1C,-17,nt,-0.6,-1,-2,-14,-0.3,7,-0.4,18
COc1cccc(/C=C2\SC(=S)N(CCCC(=O)N3CCCCC3CCO)C2=O)c1 (stereo unspecified),35,1.3,-0.5,0,1,8,-0.3,14,2.0,6
Cc1ccc(-c2[nH]ncc2/C=C(\C#N)C(=O)NC2CCCCC2)cc1,17,nt,-0.3,0,-4,-3,nt,16,-0.2,-1
COc1ccc(CNS(=O)(=O)c2c(C)[nH]c(C)c2C(=O)N2CCCCC2)cc1,1,0.5,-1.7,2,-4,2,-0.5,4,0.4,4
COc1ccc(CCNC(=O)c2ccc(CSc3ccc(Cl)cc3)o2)cc1OC,nt,0.8,-0.7,nt,-6,nt,nt,0,nt,nt
CC(=O)c1c(O)c(C)c(O)c2c1OC1=Cc3c(c(C)nn3C)C(=O)C12C (stereo unspecified),-1,0.4,0.0,nt,-1,nt,-0.3,-2,nt,nt
Cc1ccc(NC(=O)CSc2cccc[n+]2[O-])c([N+](=O)[O-])c1,1,1.3,0.5,3,-1,-6,i,-3,0.4,8
COc1ccc(NC(=O)CSc2nnc(CC(=O)Nc3ccc(F)cc3)n2C)cc1,-7,0.1,-3.1,-2,-4,-7,-0.2,0,-0.5,33
O=C(NCc1ccccc1)c1cc(C2CCCCN2C(=O)CCCc2ccccc2)on1 (stereo unspecified),19,0.4,-0.4,nt,-6,nt,0.2,5,nt,nt
Cc1c(-c2nc(N)nc(Nc3ccc(F)cc3)n2)oc2ccccc12,37,nt,-0.3,5,2,4,-0.4,10,-0.6,15
CCCCCCCNC1=CC(=O)CC(c2ccco2)C1 (stereo unspecified),2,nt,0.1,-6,3,-9,3.8,-4,-0.1,3
O=C(COC(=O)c1ccc(Cl)cc1Cl)Nc1cccc(S(=O)(=O)NC2=NCCC2)c1,34,1.4,1.8,nt,11,0,i,11,1.1,nt
CN(Cc1ccccc1)C(=O)CCCn1c(=O)c2cccn2c2cccnc21,20,0.4,1.1,-1,-2,-13,-11,11,-0.7,30
COc1ccccc1NC1=C(Cl)C(=O)OC1OC(=O)c1ccco1 (stereo unspecified),4,0.6,0.4,-5,1,-7,-1.3,2,0.2,24
COc1cccc(CCNCc2c(F)cccc2F)c1,12,1.1,1.0,3,-2,3,0.1,0,-0.2,26
COc1ccc(C=NNC(=O)c2ccccc2NS(=O)(=O)c2cccs2)cc1O,3,0.4,1.7,nt,-2,2,i,10,-0.9,nt
CNC(=O)CN(c1ccc(C23CC4CC(CC(C4)C2)C3)cc1)S(C)(=O)=O,?,0.5,-1.0,-1,2,-14,i,-13,-0.3,-8
O=c1c2cc([N+](=O)[O-])ccc2nc2n1CCC2,1,1.0,0.9,3,-2,-2,i,2,-0.9,-1
CCN(CCn1cccn1)C(=O)CCc1nnc(CCc2ccccc2OC)o1,5,1.0,-0.1,2,-1,-1,i,-12,-0.2,16
Cc1ccc(OCc2nc(-c3ccccn3)no2)c(Br)c1,-3,nt,0.3,-1,5,-25,-0.3,1,0.3,-4
CCn1ccnc1CN(C)C(=O)CC1C(=O)NCCN1Cc1c(F)cccc1Cl (stereo unspecified),1,-5.8,-0.5,2,-5,-24,i,-1,-0.7,14
CCCC(=O)N/C(N)=N/c1nc(C)c2ccccc2n1,6,3.2,-0.2,3,-10,nt,-0.2,4,4.1,-30
Cc1ccc(-c2cc(C(=O)Nc3nccs3)c3ccccc3n2)o1,-10,nt,0.8,1,-1,8,-0.3,3,-0.4,-11
CCc1ccc(NC(=O)C2(C)Cc3ccccc3C(=O)O2)cc1 (stereo unspecified),8,1.1,-0.3,3,5,-2,-0.2,-4,3.0,-5
O=C(Nc1ccc(S(=O)(=O)Nc2ncccn2)cc1)C12CC3CC(CC(Cl)(C3)C1)C2,-2,1.0,0.2,nt,-1,-1,i,13,-0.3,nt
O=C1CCN(Cc2nc(-c3ccc(Cl)cc3)no2)CCN1,-3,1.1,-0.2,-1,-1,-3,-0.3,4,-0.2,5
Nc1c(NCc2ccccc2)c(=O)c1=O,9,-1.1,-2.4,6,3,1,i,9,-1.4,-13
Cc1cc(C(=O)COC(=O)c2ccc[nH]c2=O)c(C)n1C1CC1,5,1.0,0.2,0,0,-4,-0.1,-1,-0.5,-7
CCc1ccc(N2CC(C(=O)Nc3ccc(S(=O)(=O)Nc4nccs4)cc3)CC2=O)cc1 (stereo unspecified),15,1.7,0.0,0,-4,-3,i,-7,-0.6,-3
O=C(CSc1nc2ccccc2c(=O)n1CCCO)NC1CC1,4,-0.4,-0.7,nt,-2,-6,i,-5,0.4,nt
O=C(COC(=O)c1n[nH]c(=O)c2ccccc12)c1ccccc1,-1,nt,-0.3,5,2,-14,i,10,-2.2,4
O=C(C[n+]1cc(Br)cc2ccccc21)c1ccccc1,7,2.5,100*,-4,46*,8,i,-7,49*,8
C=CCN1C(=NC(=O)CCC(=O)O)SC2CS(=O)(=O)CC21 (stereo unspecified),-2,nt,0.0,2,-3,-11,5.0,8,0.1,21
CSc1ccc(C2CC(=O)Nc3nc(SC)[nH]c(=O)c32)cc1 (stereo unspecified),7,1.2,-0.8,2,-1,-6,0.4,0,-1.0,-1
Cc1ccc(S(=O)(=O)NCC2NCCc3ccccc32)cc1 (stereo unspecified),10,-0.7,-0.3,3,-7,-6,-1.8,7,1.2,24
Cc1ccc(CNC(=O)Nc2cccs2)cc1,6,nt,0.0,-6,1,-10,-0.6,-1,2.2,24
CCC(C)(C)n1nnnc1C(c1ccc(O)c(OC)c1)N1CCN(c2nc3ccccc3s2)CC1 (stereo unspecified),21,nt,0.0,3,-3,16,-1.5,5,-0.9,21
Cc1ccc(C(=O)c2cc(C)sc2N)cc1,-2,2.0,-0.3,8,-1,30,-0.1,5,0.5,7
Cn1cccc1C(=O)NC(=O)CSc1nc2ccccc2s1,-2,nt,0.0,3,-10,-4,i,-4,-0.1,-15
COc1cc(C2OC(c3cc(OC)c(OC)c(OC)c3)C(C)C2C)cc(OC)c1OC (stereo unspecified),7,0.8,-0.6,-3,2,-5,-0.4,-4,-0.7,-15
Cc1ccc(NC(=O)C(=O)NCc2ccc(/C=N/NC(=O)c3c(C)nc4cc(C)ccn34)o2)cc1,nt,-0.2,nt,-1,nt,nt,nt,7,nt,22
C=CCn1c(O)c(N=NC(=O)CNC(=O)c2ccco2)c2ccccc21,-2,0.5,-0.6,-2,0,-26,-0.3,6,-1.6,-4
Cc1ccc(Sc2nnc(Cc3ccccc3)c3ccccc23)cc1,-2,1.9,?,-4,-5,2,i,1,0.0,2

# Full records as entered above:
# `Cc1ccc(NC(=O)CSc2cccc[n+]2[O-])c([N+](=O)[O-])c1` reads Y pestis TopoI = 1; TcdB inh = 1.3; BoNT-A LC inh2 = 0.5; SARS 3CLpro inh = 3; Anthrax LF prot = -1; SSB-PriA inh = -6; BH1578 lux ind = i; CCHF vOTU inh = -3; PfHsp40 yeast = 0.4; VHR inh abs = 8
# `Cc1ccc(S(=O)(=O)NCC2NCCc3ccccc32)cc1` (stereo unspecified) reads Y pestis TopoI = 10; TcdB inh = -0.7; BoNT-A LC inh2 = -0.3; SARS 3CLpro inh = 3; Anthrax LF prot = -7; SSB-PriA inh = -6; BH1578 lux ind = -1.8; CCHF vOTU inh = 7; PfHsp40 yeast = 1.2; VHR inh abs = 24

# Next section.
SMILES,Y pestis TopoI,TcdB inh,BoNT-A LC inh2,SARS 3CLpro inh,Anthrax LF prot,SSB-PriA inh,BH1578 lux ind,CCHF vOTU inh,PfHsp40 yeast,VHR inh abs
Cc1noc(C)c1C(=O)Nc1sccc1C(N)=O,-2,1.6,0.0,nt,14,-9,i,-10,0.7,nt
CC(=O)Oc1ccc(N2C(=O)[C@@H]3[C@H](C2=O)[C@H]2c4ccccc4C=NN2[C@@H]3C(C)=O)cc1,0,1.1,0.0,-3,-4,2,-0.9,-6,-0.8,5
O=C(NCCCN1CCOCC1)C(C(=O)c1ccccc1)n1ccccc1=O (stereo unspecified),-10,nt,1.2,0,-1,-9,i,-7,-1.3,15
O=C(COC(=O)Cc1cn2ccsc2n1)NCc1ccc2c(c1)OCO2,0,nt,0.2,0,11,6,1.4,-18,-0.6,-11
Cc1ccc(/C=N/NC(=O)c2cccnc2)o1,1,-0.6,-0.6,3,0,nt,-0.5,-1,-0.7,-19
COCCN1CCn2c(nc3cc([N+](=O)[O-])ccc32)C1,-1,1.3,-0.5,-6,-6,-2,i,-2,-0.1,21
CCN(CC)S(=O)(=O)c1cc(NC(=O)CNc2c(C)n(C)n(-c3ccccc3)c2=O)ccc1C,1,1.3,-0.7,1,-1,-10,i,9,-0.7,4
COc1cc(CN2C(=O)NC(=O)C3(Cc4cc(C)ccc4N(C)C3)C2=O)cc(OC)c1 (stereo unspecified),-5,nt,-0.5,-2,-2,3,i,3,1.0,22
CCCCN1C(=O)Cc2c1nc(N)c1c(N)nc(N(CCC)CCC)c(C#N)c21,-4,nt,2.1,-1,3,39*,0.3,-2,-1.7,23
CCCCn1c(CCl)nc2cc(S(=O)(=O)N3CCOCC3)ccc21,1,-8.6,2.9,nt,-5,-5,i,11,0.3,nt
O=C(NCCCn1ccnc1)c1noc2c1CCCC2,-8,nt,0.6,4,2,2,i,-9,-1.3,7
CN1CCN(c2ccccc2NC(=O)Cc2cn(C)c3ccccc23)CC1,-13,0.4,0.6,1,-4,-14,-0.3,12,-1.0,-4
CC1(C)Cc2c(sc3[nH]c(=O)n(CC(=O)NCC4CCCO4)c(=O)c23)CO1 (stereo unspecified),-1,1.1,-1.3,0,-1,-4,i,-9,0.0,21
CC(C)OC(=O)c1nnc(-c2ccccc2)nc1OC(C)C,13,nt,-0.2,-3,-2,-25,i,18,-0.7,24
CCOC(=O)c1cnc2[nH]c3ccccc3n2c1=O,-12,1.1,-0.2,1,-2,-2,-0.1,-231,-0.9,22

# From PubChem
